# Source: PubChem
# DAGLB inhibitor: blocks human DAGLB lipase activity | HEK293T DAGLB membrane lysate, EnzChek fluorogenic substrate | Q8NCG7 | inhibition, % at 5.17 µM | AID 504411 | 0.059% of 340,000 active; in the data active = inhibition above about 34%;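 also: 0% = enzyme with vehicle and 100% = wells lacking enzyme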
# Target sequence (Q8NCG7 whole entry, looked up): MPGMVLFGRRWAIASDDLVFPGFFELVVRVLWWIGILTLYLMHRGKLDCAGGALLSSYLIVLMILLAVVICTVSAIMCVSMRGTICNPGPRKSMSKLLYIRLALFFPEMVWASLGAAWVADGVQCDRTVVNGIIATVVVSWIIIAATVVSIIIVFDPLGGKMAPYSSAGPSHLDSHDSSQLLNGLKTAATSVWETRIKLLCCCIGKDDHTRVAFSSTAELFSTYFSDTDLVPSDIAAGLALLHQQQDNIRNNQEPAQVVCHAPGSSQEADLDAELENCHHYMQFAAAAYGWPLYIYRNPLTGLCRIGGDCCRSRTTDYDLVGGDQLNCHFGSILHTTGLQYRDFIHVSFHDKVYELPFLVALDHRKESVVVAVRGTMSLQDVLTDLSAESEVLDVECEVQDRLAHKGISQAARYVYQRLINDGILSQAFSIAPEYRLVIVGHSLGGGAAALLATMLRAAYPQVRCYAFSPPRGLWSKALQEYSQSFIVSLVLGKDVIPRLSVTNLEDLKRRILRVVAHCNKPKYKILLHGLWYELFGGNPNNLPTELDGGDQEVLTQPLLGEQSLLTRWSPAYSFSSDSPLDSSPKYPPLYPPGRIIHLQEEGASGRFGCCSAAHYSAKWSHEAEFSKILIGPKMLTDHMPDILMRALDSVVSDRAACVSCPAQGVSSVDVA
# NSD2 inh: inhibitors of human histone methyltransferase NSD2 | 0.54% of 310,000 active | inhibition, % at 12.5 µM | O96028 | NSD2 peptide methylation, AlphaScreen, 120 min; in the data active = inhibition above about 50%
# Pemphigus Ab inh: blocks pemphigus antibody binding to human desmoglein-3 | DSG3-coupled beads, scFv-anti-DSG3-GFP binding, flow cytometry; stronger effect = lower value | binding (percent of control), % at 10 µM | 0.48% of 310,000 active;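 active = binding more than 3 SD below its plate's average and above zero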;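 also: hits lower antibody fragment binding to DSG3; some compounds called inactive have numbers as strong as hits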
# Arrestin-AP2 inh: blocks beta-arrestin peptide binding to AP2 adaptin; FITC-arrestin peptide / GST-AP2 beads, flow cytometry; AP2 beta2 appendage carries R879A mutation; 0.31% of 340,000 active; AID 504490; inhibition, % at 10 µM;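 active = inhibition above a set limit, near 3 SD of compounds lacking own fluorescence, cut at about 54% in these data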;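 also: plate controls were DMSO wells for no effect and 5 µM unlabelled arrestin peptide for full effect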
#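 system = GST-tagged AP2 beta2-adaptin appendage (R879A) on 4 µm glutathione beads | reagent = FITC-labelled arrestin peptide probe, 50 nM final | schedule = compound with beads 12 min RT, then probe 1 h RT | signal = HyperCyt-sampled flow cytometry, FL1 channel, ex 488/em 535 nm | read-out = percent response from loss of bead-bound FITC fluorescence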
# CAL PDZ FP-1: human CAL PDZ-peptide interaction inhibition. inhibition, % at 20 µM. 0.02% of 330,000 active. purified CAL PDZ, TMR-peptide fluorescence polarization, 1 h. AID 504414. Q9HD26;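 active = highest replicate inhibition of at least 40%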;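 also: plate controls were DMSO neutral control wells for no effect and unlabeled competitor peptide control wells for full effect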
#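 System: tagged CAL PDZ domain. Schedule: 1 h room-temperature incubation prior to read. Signal: fluorescence polarization (mP). Measure: percent inhibition from loss of millipolarization.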
# CAL PDZ FP-2: CAL PDZ (human) peptide binding inhibition; Q9HD26; purified CAL PDZ, TMR-peptide fluorescence polarization, 1 h; inhibition, % at 24.9 µM; 0.92% of 300,000 active; AID 602252;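 active = mean inhibition of at least 30% with at least half of replicates also reaching 30%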;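 also: 0% = DMSO neutral control and 100% = excess unlabeled competitor peptide PRC23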
# C-LANA FP: KSHV C-LANA DNA binding inhibition. 0.078% of 340,000 active. inhibition, % at 9 µM. MBP-C-LANA/FAM-LBS DNA binding, fluorescence polarization;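 active = highest replicate inhibition at or above 60% at 9 µM, even if other replicates fall short; inactive = all replicates below 60% inhibition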;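 also: 0% = neutral control wells and 100% = 4 µM acridine orange control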
# Keap1-Nrf2 PPI: disrupts human Keap1 binding to Nrf2 peptide. AID 504523. inhibition, % at 9.4 µM. 0.15% of 340,000 active. Q14145. Keap1 Kelch-Nrf2 peptide fluorescence polarization, 1536-well; in the data active = inhibition above about 12%;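 also: human Keap1 Kelch domain with fluorescein labeled Nrf2 9mer peptide probe; 0% = neutral control wells and 100% = peptide positive control; higher means more block of Keap1 binding to Nrf2 peptide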
# V-ATPase pHluor: alters yeast V-ATPase proton transport. S. cerevisiae, pHLuorin cytosolic pH fluorescence. response, % at 10 µM. 0.37% of 350,000 active; in the data active = response mostly above about 7.3%, no sharp cut-off; inactive = mostly below about 5.4%; also: actives read high; inactives centre near 0; some compounds called inactive have numbers as strong as hits; reference of the scale not given here
# RTF Ca sens inh: cardiac RTF calcium desensitization; IANBD-labeled cardiac RTF, Ca2+ fluorescence; P19429+P45379; 0.12% of 340,000 active; AID 493244; inhibition, % at 7.15 µM;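 active = inhibition above the mean inhibition of all tested compounds plus 3 SD, cut at about 17% in these data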;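 also: assay run at fixed EC70 calcium of 1.6 mM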
# * marks the source's active call; other numbers are inactive results; . = no result given. These rows are one share of the data, so the mix of outcomes need not match the whole.
SMILES,DAGLB inhibitor,NSD2 inh,Pemphigus Ab inh,Arrestin-AP2 inh,CAL PDZ FP-1,CAL PDZ FP-2,C-LANA FP,Keap1-Nrf2 PPI,V-ATPase pHluor,RTF Ca sens inh
Cc1ccc(C)c(C(=O)Cn2ncc(Cl)c(Cl)c2=O)c1,0,.,101,-8,0.0,0,0.6,-2,-1,-4
CCN(c1ccc(OC)cc1)S(=O)(=O)c1nnc(NC(=O)COc2ccc(C)cc2)s1,7,-2,98,7,-1.5,16,1.4,-4,2,-4
Cc1ccc(N(Cc2cc3ccc(C)cc3[nH]c2=O)C(=O)c2ccco2)c(C)c1,-2,-1,88,-11,0.1,-5,2.5,-1,-3,1
Cc1c(CCC(=O)NC2CC2)c(=O)oc2c(C)c(O)ccc12,2,.,95,2,0.5,-4,1.9,-2,-1,1
COc1cccc(/C=C/C(=O)NNC(=O)c2ccncc2)c1OC,-2,-2,94,0,-1.2,-4,3.0,1,0,-5
Cc1nnc(N/N=C/c2c(Cl)cccc2Cl)n1N,-2,15,285,-9,.,-7,-2.2,-4,-3,-10
COc1ccc(NC(=O)COC(=O)C(NC(=O)c2ccc(C)cc2)C(C)C)cn1 (stereo not given),-2,18,104,-11,-0.9,-41,3.5,3,-1,-11
Cc1cc(C(=O)Nc2ccc3c(c2)OCO3)no1,0,-1,99,1,-3.2,.,-0.4,0,1,-8
Nc1ccccc1-c1ccc([N+](=O)[O-])cc1,3,0,121,-3,0.8,-5,1.6,0,0,2
Cn1c(Cn2cnc(Cl)c2Cl)nc2ccccc21,-1,-4,102,13,0.0,0,-0.4,0,-5,9
CN(C)S(=O)(=O)c1ccc(N2CCCC2)c(C(=O)N2CCC(C(N)=O)CC2)c1,-2,-2,96,6,-1.8,-2,-0.1,1,-3,-6
Cc1ccc(NC(=O)C2COc3ccccc3O2)c(C)c1 (stereo not given),-16,-3,111,-2,.,-6,0.2,-4,1,-3
CCOc1ccccc1NC(=O)C1CCN(S(=O)(=O)c2ccc(OC)c(OC)c2)CC1,-2,-2,103,-3,0.2,-1,0.2,-5,3,-14
CSCC[C@H](NC(=O)c1ccc(Cl)c(S(=O)(=O)N2CCCC2)c1)c1nc2ccccc2[nH]1,-1,-2,97,17,-1.9,1,-1.3,-1,-3,-18
CCOC(=O)[C@@H]1[C@H]2COc3ccc(Br)cc3[C@H]2N2C(=O)N(c3ccc(C(F)(F)F)cc3)C(=O)[C@]12C,-6,.,97,-10,-0.1,-3,1.8,-3,-2,1
Cc1[nH]c2ccccc2c1/C=C/c1cc[n+](C)cc1,-47,6,476,-16,0.4,4,-39,-136,13*,-134
CSc1nc(N2CCOCC2)c2c(c1C#N)CC(C(C)C)OC2 (stereo not given),-11,0,.,-7,-2.0,-2,-4.3,-7,1,-2
Cc1cc(NC(=O)c2cc(-c3cccs3)on2)no1,1,0,104,3,.,-1,2.0,0,3,2
NS(=O)(=O)c1ccccc1NC(=O)c1c(O)c2ccccc2[nH]c1=O,-1,1,93,-12,.,-7,-0.1,1,0,-9
Cc1nc2ccccc2n1-c1ccccc1,-1,9,100,4,-1.2,6,-0.3,-6,-2,-1
CC1CCCC(NC(=O)CN2C(=O)COc3ccccc32)C1C (stereo not given),3,-1,104,3,-1.9,-4,0.5,-1,-2,-10
C/C(=N\NC(=O)c1ccc(N2CCCC2=O)cc1)c1ccncc1,-3,0,99,-18,-1.2,.,1.5,-2,2,3
COc1cc(COc2ccc(-c3nnco3)cc2)ccc1OC(F)F,-2,-4,104,-3,-0.3,-3,1.2,0,2,-23
Cc1cc(C(=O)N2CCCC(N3CCN(c4cccc(Cl)c4)CC3)C2)no1 (stereo not given),1,2,115,-12,-1.4,0,12,2,5,5
CCOc1cc(CNCc2ccncc2)cc(Cl)c1OC,0,-2,102,12,-0.6,0,-0.1,0,-2,-6
Cc1cccc(CSc2nnc(CCCCCNC(=O)OC(C)(C)C)o2)c1,2,-1,110,-18,-0.1,.,-1.0,-1,3,-5
Cc1ccc(N2CCN(CCc3nc4cc(NS(C)(=O)=O)ccc4n3C)CC2)cc1,-1,4,.,24,-0.9,4,0.0,1,-1,-5
COc1ccccc1NC(=O)C1CCCN(S(=O)(=O)c2ccc3[nH]c(=O)ccc3c2)C1 (stereo not given),-1,.,109,4,-0.3,.,-0.2,-1,-1,6
C=C(C)COc1ccc(-c2[nH]ncc2-c2ccc(OC)c(OC)c2)c(O)c1,-2,2,99,-6,-0.6,1,0.7,-2,.,-3
COC(=O)c1cc(COC(=O)CNC(=O)c2ccc(Br)cc2)oc1C,-3,-2,95,-4,0.6,-5,0.2,-2,0,0
CN(C(=O)COc1ccc(Cl)cc1Br)C1CCCCC1,-4,-4,101,-4,-1.7,71*,-2.5,3,4,-8
Cc1cccc(C)c1NC(=O)CNC(=O)Cn1nc(C)c(C)c(C#N)c1=O,-1,0,103,31,2.0,-4,-1.2,0,1,-7
Cc1cc(C(=O)CN2C(=O)NC(C)(c3cc(F)ccc3F)C2=O)c(C)n1C1CC1 (stereo not given),-2,7,123,1,0.3,-4,0.9,-6,-2,0
Cc1ccc2nc(C)cc(N/N=C/c3cccc(O)c3)c2c1,3,1,115,-7,-0.5,4,1.1,-4,1,-2
CC(C)(C)[C@H]1COC(=O)[C@@H](Cc2ccc(F)cc2)CC/C=C/C[C@@H](CC(=O)N[C@@H](CO)Cc2ccccc2)C(=O)N1,5,.,102,-2,-0.6,3,-0.4,-2,2,-1
O=C(N/N=C/c1cccs1)c1cc(-c2ccncc2)nc2ccccc12,-2,2,120,-1,-8.7,-1,-1.8,0,1,-6
CC(=O)NNc1nc(-c2ccc(C)cc2)cs1,-1,0,96,-18,.,7,-0.5,-4,-3,-8
COc1cccc(C(=O)Nc2c(F)cccc2F)c1,0,-5,98,3,-3.5,-1,1.8,-5,0,0
CCN(C(=O)c1cccc(Br)c1)C1CCS(=O)(=O)C1 (stereo not given),-1,.,97,37,-2.4,-5,-0.1,-2,5,-12
COc1cc(-c2nc(-c3ccc(NC(=O)c4ccc5c(c4)OCO5)cc3)no2)cc(OC)c1OC,-2,-1,.,-5,-1.5,12,1.5,-5,-4,-10
Cc1cccc(NC(=O)CCC(=O)NCCO)c1,0,-4,99,4,-1.7,-2,-0.4,2,-1,4
Cn1c(N)c(C(=O)CSc2nc3ccccc3c(=O)n2Cc2ccccc2)c(=O)n(C)c1=O,-2,2,80,20,-0.3,-1,-14,0,-1,-6
O=C(NCCS(=O)(=O)N1CCN(c2ccccc2F)CC1)c1cc(=O)c2ccccc2o1,3,2,101,-2,0.0,.,-2.0,-2,0,-2
CC1CC(C)CN(S(=O)(=O)c2ccc3c(c2)CC(=O)N3)C1 (stereo not given),-2,1,.,8,0.2,-2,-1.7,1,-4,-2
COCCn1c(CNc2ccc(F)cc2)nnc1SCC(=O)Nc1ccc(OC)cc1OC,1,-4,98,-4,-0.7,.,-0.9,-2,2,-3
COc1ccc(C(=O)N(CCc2ccccc2)Cc2cccs2)c(OC)c1,-3,0,106,12,-2.7,-2,-1.6,-5,-7,-11
COc1cccc(OCC(=O)Nc2ccccc2C(N)=O)c1,1,-8,78,-3,-3.6,2,-0.9,-3,-7,-3
COc1ccc(CC2(CO)CCN(S(=O)(=O)c3c(C)nn(C)c3C)CC2)cc1,-1,1,101,10,-0.8,-5,-0.3,5,-1,1
Cc1cccc(N(Cc2cc3ccccc3[nH]c2=O)S(C)(=O)=O)c1,-1,3,101,10,-0.6,-2,-1.0,-3,0,-6
Cc1cccc(C(=O)O/N=C(\N)c2ccc(Br)cc2)c1,-8,0,78,-3,-0.2,-2,0.5,-1,3,-5
COc1cc(NC(=O)Nc2cccc(C(C)=O)c2)cc(OC)c1OC,-4,-1,101,5,-1.2,.,0.1,4,-1,-5
O=C(COC(=O)CNS(=O)(=O)c1c(Cl)cccc1Cl)Nc1cccnc1Cl,-3,-1,103,5,-0.6,-2,1.8,-1,0,-7
Cc1ccc(C(=O)c2sc3c(c2N)c(=O)[nH]c(=O)n3CCc2ccccc2)cc1,2,0,.,1,-0.6,-4,0.7,-3,4,6
CC1=NN(C(=O)c2csc(C)c2C)C(O)(C(F)(F)F)C1 (stereo not given),-2,-5,94,-1,-2.9,0,-1.8,-7,-2,-36
O=C(/C=C/c1ccccc1)C1=C(O)C(=O)N(CCO)C1c1cccc([N+](=O)[O-])c1 (stereo not given),.,7,105,40,.,.,.,.,2,.
CCOc1ccc(C(=O)Nc2ccccc2NC(C)=O)cc1OCC,0,0,102,2,-1.5,-4,-0.6,-2,2,-4
CCN(CC(=O)Nc1c(F)cccc1F)C(=O)CCc1c[nH]c2ccccc12,-2,-5,100,9,-0.7,.,-0.7,3,-1,-11
O=C1C2C(c3cccc(/C=C/c4ccccc4)c3)CC=CC2C(c2ccc(C(F)(F)F)cc2)N1Cc1ccccc1 (stereo not given),-8,.,100,-6,0.0,-1,-0.6,-1,0,-3
Cc1ccc(C)c2[nH]c(=O)c(CCNC(=O)CCc3ccccc3)cc12,0,.,101,1,0.1,.,1.3,0,2,-12
COc1ccc(N2CCN(C(=O)C3CC(O)CN3S(=O)(=O)c3ccc([N+](=O)[O-])cc3)CC2)cc1 (stereo not given),1,0,107,3,-1.7,-1,0.4,-3,-4,-8

# Whole records, quoted from the list. Order of values: DAGLB inhibitor, NSD2 inh, Pemphigus Ab inh, Arrestin-AP2 inh, CAL PDZ FP-1, CAL PDZ FP-2, C-LANA FP, Keap1-Nrf2 PPI, V-ATPase pHluor, RTF Ca sens inh
# Profile of `Cc1cccc(C(=O)O/N=C(\N)c2ccc(Br)cc2)c1` → -8, 0, 78, -3, -0.2, -2, 0.5, -1, 3, -5
# Profile of `COc1cc(NC(=O)Nc2cccc(C(C)=O)c2)cc(OC)c1OC` → -4, -1, 101, 5, -1.2, ., 0.1, 4, -1, -5

# Two entries picked at random from those above:
SMILES,DAGLB inhibitor,NSD2 inh,Pemphigus Ab inh,Arrestin-AP2 inh,CAL PDZ FP-1,CAL PDZ FP-2,C-LANA FP,Keap1-Nrf2 PPI,V-ATPase pHluor,RTF Ca sens inh
CC1=NN(C(=O)c2csc(C)c2C)C(O)(C(F)(F)F)C1 (stereo not given),-2,-5,94,-1,-2.9,0,-1.8,-7,-2,-36
Cc1ccc(C)c2[nH]c(=O)c(CCNC(=O)CCc3ccccc3)cc12,0,.,101,1,0.1,.,1.3,0,2,-12

# Later entries
SMILES,DAGLB inhibitor,NSD2 inh,Pemphigus Ab inh,Arrestin-AP2 inh,CAL PDZ FP-1,CAL PDZ FP-2,C-LANA FP,Keap1-Nrf2 PPI,V-ATPase pHluor,RTF Ca sens inh
CN1CCN(CCCNC(=O)c2cc3c(=O)oc4ccccc4c3s2)CC1,0,0,104,3,-0.7,-9,-0.4,-3,0,-9
Cn1c(-c2ccccc2)c[n+]2c1-c1ccccc1C2,0,-1,101,3,-0.9,3,0.4,0,-2,3
Cn1c(=O)c2c([nH]c(=S)n2CCCc2ccccc2)n(C)c1=O,0,-3,100,-19,0.3,-6,-1.7,2,-1,-6
C=C1N(c2ccc(Cl)cc2)C(=O)OC1(C)C,1,4,106,22,.,0,-1.3,4,-3,-12
COC(=O)c1cc2c(s1)-c1ccc(OC)cc1CC2,-11,-3,.,19,-1.5,-2,-0.6,-3,0,-8
